Screening results (PubChem)
PfM18AAP inh: PfM18AAP enzyme inhibition. inhibition, % at 7.35 µM. recombinant PfM18AAP, H-Glu-NHMec fluorogenic cleavage. 1.2% of 290,000 active. AID 1822;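 active = inhibition above the campaign mean inhibition over all tested compounds plus 3 SD, cut at about 28% in these data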;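 note: 0% = plate median of test compound wells and 100% = 2 mM ZnCl2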
VIM-2 inh: blocks Pseudomonas aeruginosa VIM-2 metallo-beta-lactamase. purified VIM-2, nitrocefin hydrolysis, epi-absorbance fluorescence. inhibition, % at 5.6 µM. 0.89% of 290,000 active. AID 1527;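 active = inhibition above the mean of all tested compounds plus 3 SD, cutoff set per screening run, cut at about 7.5% in these data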;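 note: red hydrolysis product quenches plate fluorescence so inhibitors raise well fluorescence; 0% = enzyme with DMSO and 100% = DMSO without enzyme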
SUMO HTRF inh: SUMOylation inhibition | P63279 | HTRF SUMOylation assay, SAE1/SAE2 + UBC9, in vitro | inhibition, % at 35 µM | 0.36% of 290,000 active; in the data active = inhibition above about 50%, passing the limit was not always enough; note: strong numbers were not always called active
Target sequence (P63279 whole entry, looked up): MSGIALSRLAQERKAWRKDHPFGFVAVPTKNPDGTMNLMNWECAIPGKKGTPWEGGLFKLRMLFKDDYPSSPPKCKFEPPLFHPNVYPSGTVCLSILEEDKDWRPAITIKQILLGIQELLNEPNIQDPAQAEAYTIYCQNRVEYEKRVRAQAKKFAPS
MEKK2 WT-MEK5: raises or lowers MEK5 binding to wildtype human MEKK2 PB1 domain. bead flow cytometry, Alexa488-MEK5 binding to MEKK2 WT; actives lie on both sides. binding response (% of control), % at 10 µM. 1.1% of 290,000 active; in the data active = binding response below about 67% or above about 130%
HCV NS3 hel inh: blocks Hepatitis C virus NS3 helicase unwinding | inhibition, % at 10.9 µM | 0.56% of 290,000 active | NS3 helicase DNA unwinding, Cy5 molecular beacon fluorescence;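 active = inhibition above the mean of all tested compounds plus 3 SD, set per campaign, cut at about 35% in these data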;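 note: 0% = DMSO wells and 100% = thioflavine S control wells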
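System: HCV NS3 helicase fragment; control set: DMSO and thioflavine S; technique: Cy5 fluorescence at 0 and 60 min, beacon hairpin quenching; reagent: beacon DNA duplex substrate plus ATP; replicates: singlicate; schedule: 1 h reaction at 25 °C, ATP-initiated; medium: MOPS buffer pH 6.5 with MgCl2, DTT, Tween20, BSA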
DNA FID counter: fluorescent intercalator displacement, NS3 helicase counter-screen. inhibition, % at 7.9 µM. 0.17% of 290,000 active. DNA fluorescent intercalator displacement, fluorescence. AID 1845; in the data active = inhibition above about 37%;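 note: 0% = vehicle and 100% = reference compound; higher means more ethidium bromide displaced from hairpin DNA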
IMP-1 inhibitor: blocks Pseudomonas aeruginosa IMP-1 metallo-beta-lactamase; purified IMP-1, nitrocefin hydrolysis, epi-absorbance fluorescence; inhibition, % at 5.6 µM; 0.45% of 290,000 active; AID 1556;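 active = inhibition above the mean plus 3 SD of all compounds in the same screening run, cut at about 4.5% in these data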;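 note: 0% = IMP-1 with DMSO and 100% = DMSO wells lacking enzyme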
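System – purified recombinant IMP-1 beta-lactamase · Input – IMP-1 dispensed at 0.2 nM · Timing – 15 min preincubation plus 25 min reaction at 25 °C · Signal – Epi-absorbance fluorescence, 480 nm excitation, 530 nm emission · Measure – percent IMP-1 inhibition derived from blank-referenced optical density · Controls – Enzyme-plus-DMSO low control, enzyme-free DMSO high control · Replication – singlicate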
MEKK2mut PB1 HTS: signal of MEK5 binding to mutant human MEKK2 PB1 domain. 0.35% of 290,000 active. percent response, % at 10 µM. bead flow cytometry, Alexa488-MEK5 binding to MEKK2 mutant. AID 1530; in the data active = percent response above about 24%, passing the limit was not always enough; note: inactives centre near 1; some results filed as inactive read as strong as hits
NALP1 inh: NALP1 inhibition | S. cerevisiae NALP1/ASC/caspase-1 growth, X-gal OD620, 72 h | inhibition, % at 10 µM | 0.61% of 280,000 active; in the data active = inhibition mostly above about 24%, no sharp cut-off; inactive = mostly below about 32%; note: some compounds called inactive have numbers as strong as hits
* = called active by the depositor; · = not tested or not shown.

SMILES	PfM18AAP inh	VIM-2 inh	SUMO HTRF inh	MEKK2 WT-MEK5	HCV NS3 hel inh	DNA FID counter	IMP-1 inhibitor	MEKK2mut PB1 HTS	NALP1 inh
Cc1ccc(S(=O)(=O)NC2=NCN(Cc3cccnc3)CN2)cc1	1.2	-3.5	11.6	103.0	-3.7	-1.1	-2.6	5.0	7.1
CC(=O)Nc1ccc(NC(=O)Cc2ccc(-c3ccccc3)cc2)cc1	6.0	1.3	-13.9	103.0	18.9	-7.5	-0.6	-2.0	1.3
CCC1CCCCN1C(=S)NC(=O)c1ccc(F)c(S(=O)(=O)N2CCOCC2)c1 (centres undefined)	3.1	-4.7	16.5	110.0	3.0	-18.4	-1.7	2.0	-1.1
Clc1ccccc1CSC1=NCCCN1	5.5	-1.8	-3.7	93.0	-3.7	1.6	-2.0	0.0	27.2
Cc1ccc(C(=O)OC/C(O)=C(\C#N)c2nc3ccccc3[nH]2)cc1S(=O)(=O)N1CCOCC1	1.4	-3.5	1.6	116.0	-2.1	-21.8	-3.3	19.0	2.6
Cc1ccccc1C(=O)NC(CC(C)C)C(=O)OCc1cc(=O)n2cc(Br)ccc2n1 (centres undefined)	2.8	-4.3	-1.6	106.0	-0.1	-10.1	-2.0	3.0	-3.6
CCc1n[nH]c(=S)n1/N=C/c1ccc(NC(C)=O)cc1	14.6	23.2*	9.8	100.0	8.7	-5.0	-3.2	1.0	-2.1
Nc1scc(-c2ccncc2)c1Cl	-4.3	-2.9	16.4	100.0	-11.7	2.6	-1.6	1.0	16.8
CC(C)(C)OC(=O)N1CCC(C(=O)N2CCCCCC2)CC1	1.3	0.1	5.0	100.0	-4.1	-17.1	-1.9	-2.0	-1.1
O=C(Nc1ccc(N2CCCCC2)c(C(=O)O)c1)c1ccco1	-3.0	-0.2	-1.8	108.0	-1.9	-1.8	-4.8	2.0	2.9
Cc1cccc(N2CCN(C(=O)NC3CCCCC3)CC2C)c1 (centres undefined)	0.3	-2.4	-6.2	101.0	-3.4	-40.6	-2.5	0.0	20.5
Cn1ncc(Br)c1NC(=O)Nc1ccc(OC(F)(F)F)cc1	-1.7	-3.0	19.8	95.0	10.3	-1.8	-2.9	-12.0	30.4
Cc1ccccc1CN(C)CCc1ccccn1	-3.3	-7.3	2.6	97.0	-15.5	-1.6	-4.3	-1.0	7.5
CC1CCN(S(=O)(=O)N2CCC(C(=O)NC3CCCC3)CC2)CC1	1.6	0.1	-6.7	95.0	-6.1	-16.2	0.0	-4.0	-8.7
Cc1ccc(S(=O)(=O)NC(=O)Nc2ccc(OC(F)F)cc2)cc1	-15.9	-2.1	7.6	99.0	-1.3	-11.5	-2.4	-1.0	35.8*
COc1ccc(-n2cnc3cc(NS(=O)(=O)c4ccccc4)ccc32)cc1	5.0	-3.2	2.8	106.0	-6.8	-18.2	-2.7	3.0	10.7
COc1ccc(C2CC(c3cccc(C)c3)n3ncnc3N2)cc1 (centres undefined)	0.2	-2.3	5.9	96.0	8.1	-23.1	-4.5	0.0	33.0
O=C(NC(=S)NC1CCCC1)c1ccccc1Br	-0.3	-0.1	-4.8	93.0	2.7	-6.9	-1.7	-1.0	24.1
CCCCOc1ccc(C(=O)N2CCCC2)cc1	-0.1	-2.2	-4.6	105.0	-1.6	-14.5	2.1	8.0	19.1
Brc1c(CSc2nc3ccccc3o2)nc2ncccn12	3.0	1.1	31.0	105.0	-1.5	-10.1	-1.7	3.0	12.8
O=[N+]([O-])c1ccc(/C=N/n2c(-c3cccnc3)n[nH]c2=S)cc1	6.1	-2.3	13.2	101.0	-6.0	6.3	0.0	-1.0	8.2
O=C(CN1CCOCC1)Nc1ccccc1Cl	-6.2	-3.8	7.5	98.0	1.6	-0.7	-0.7	1.0	25.4
CN(C)C(=O)c1c2c(nc3ccccc13)-c1ccccc1CC2	6.4	-2.0	24.9	97.0	4.5	-13.0	-2.6	3.0	-2.2
CCCN(CCC)c1nc(Cl)nc(NCCN2CCOCC2)n1	3.8	-2.2	8.4	106.0	-5.2	-8.0	-4.0	0.0	4.7
O=C(c1ccccc1)N1CC(COc2ccccc2)OC(c2cccnc2)O1 (centres undefined)	7.1	-1.1	-14.1	108.0	-17.0	-4.7	-2.4	6.0	12.7
Cc1nn(Cc2ccccc2Cl)c(Cl)c1/C=C/C(=O)OCC(=O)NC(N)=O	-2.3	0.5	6.0	103.0	-3.5	-0.2	-3.4	7.0	6.5
O=C(NCc1ccccn1)Nc1ccc(Br)cc1	-12.1	0.7	6.1	110.0	-6.3	-0.7	-1.0	7.0	9.4
O=C(Nc1nc(-c2cccs2)c(C(=O)C(F)(F)F)s1)c1ccccc1	-1.8	-4.3	5.7	101.0	11.8	-3.1	-4.1	-3.0	31.6
CCCNCc1cc(OC)c(OCc2ccccc2)cc1Br	-9.3	3.5	-2.0	101.0	-29.7	24.5	-0.9	-4.0	12.8
O=c1c2oc3ccccc3c2[nH]c(=S)n1-c1ccc(F)cc1	8.3	-2.2	0.1	98.0	7.0	-0.6	-4.4	-2.0	16.2
Nc1nc(CN2CCN(Cc3ccccc3)CC2)nc(Nc2ccccc2)n1	-1.3	-1.8	-11.7	101.0	4.1	10.7	1.0	7.0	5.4
O=C(NCCc1ccncc1)Nc1ccccc1	-0.6	-1.5	-46.4	109.0	4.4	-3.2	-2.4	15.0	-2.6
CCOC(=O)c1cc(NC(=O)COc2ccc([N+](=O)[O-])cc2)cc(C(=O)OCC)c1	-1.7	-1.2	1.0	97.0	2.9	-1.2	-2.2	-2.0	26.0
COC(=O)CSc1nc2sc(C)c(C)c2c(=O)n1C	-5.2	2.8	20.7	95.0	1.2	-5.5	-1.5	-3.0	23.7
CC(C)[C@H](NC(=O)N1c2ccccc2NC(=O)[C@@H]1C(C)C)C(=O)N[C@H](C(=O)O)c1ccccc1	2.9	-4.2	12.1	100.0	-0.2	-31.3	-4.3	1.0	-1.2
COc1ccc(CNc2ncnc3cc(Cl)ccc23)cc1	-6.1	-1.3	17.7	112.0	3.1	-4.4	-3.3	9.0	3.7
C=CCO/N=C(/C)c1c(O)c(CC)c(-c2ccccc2)n(-c2ccccc2)c1=O	1.4	-2.7	12.4	94.0	-6.9	-36.8	0.7	5.0	-45.9
Cc1ccc(Cl)cc1Nc1nc(-c2sc(NC(=O)c3ccccc3)nc2C)cs1	13.5	0.7	-10.2	91.0	-11.3	9.2	1.1	-3.0	15.2
CNC(=O)CN(c1ccc(Oc2ccccc2)cc1)S(=O)(=O)c1ccc(C)cc1	11.5	-2.8	6.6	106.0	-4.6	-53.6	-2.7	6.0	4.8
Cc1[nH]nc(Nc2ccccc2)c1[N+](=O)[O-]	-0.7	-0.5	17.9	96.0	-4.4	3.8	-1.3	-1.0	10.0
CCC(C(=O)NC1CCCC1)N(C(=O)c1snc(C(N)=O)c1N)c1ccc(C)cc1C (centres undefined)	-5.7	1.7	2.3	100.0	-4.4	-36.8	0.1	-1.0	26.8
CC1(c2ccccc2)NC(=S)N2C1NC(=S)N2c1ccccc1 (centres undefined)	5.9	-4.2	-2.4	·	-0.6	8.0	-2.7	·	-5.0
C=CCSC1=NN2CCS(=O)(=O)N=C2S1	-7.1	-1.7	-5.2	100.0	4.7	-5.8	-1.8	1.0	7.4
Cc1oc(-c2ccccc2F)nc1CS(=O)(=O)CC(=O)NCCCN1CCN(C)CC1	-2.9	2.6	8.8	103.0	9.7	15.3	-0.2	-1.0	25.8
COc1ccccc1-c1c(C)c(C)nc(N)c1C#N	2.7	-1.8	3.6	105.0	9.1	3.9	-2.0	0.0	8.3
O=C(CNC(=O)c1cccs1)N/N=C/c1c[nH]c2ccccc12	-14.9	1.6	13.8	107.0	-2.3	-0.6	-1.9	-2.0	4.2
COc1ccc(Br)cc1Cn1nnc(C(=O)Nc2ccc3c(c2)OCCO3)c1N	-9.8	-1.1	-3.4	97.0	-13.0	-14.8	-0.1	0.0	11.1
CC(=O)Oc1c2occc2cc2ccc(=O)oc12	19.1	-0.8	5.2	100.0	12.1	-5.7	-1.5	3.0	-10.5
Cc1ccc(Cn2cccc2C2=NC(C)CO2)cc1 (centres undefined)	-10.1	-0.7	-5.0	114.0	-3.5	0.9	0.5	5.0	18.8
CN(CCCN1CCOCC1)C(=O)c1cc(COc2c(F)cccc2F)on1	-7.0	-2.0	11.7	100.0	3.9	9.5	0.6	5.0	25.5
CCn1c(SCC(N)=O)nnc1-c1ccc2[nH]c(C)c(C)c2c1	-8.3	-0.6	5.7	92.0	5.9	-9.8	-4.2	-9.0	-15.8
Cn1c(=O)c2c(nc(NCCCO)n2Cc2cccc(C(F)(F)F)c2)n(C)c1=O	-1.5	-0.8	-8.9	91.0	-0.6	-9.4	-3.3	-4.0	·
Cc1cccc(/C=N/NC(=O)c2cccc(NC(=O)c3ccccc3)c2)n1	2.8	-5.9	9.7	104.0	10.5	-21.8	-3.8	5.0	0.8
Cc1ccc(OCC(=O)N/N=C/c2cccnc2)cc1C	1.5	-5.2	-1.1	93.0	-2.8	-21.6	-5.8	-2.0	1.0
S=C(Nc1cccc(Br)c1)N1CCn2cccc2C1c1cccnc1 (centres undefined)	2.5	-0.9	15.8	100.0	-0.9	10.8	-2.5	2.0	-12.0

Among those listed so far, these contain fluorine.
SMILES	PfM18AAP inh	VIM-2 inh	SUMO HTRF inh	MEKK2 WT-MEK5	HCV NS3 hel inh	DNA FID counter	IMP-1 inhibitor	MEKK2mut PB1 HTS	NALP1 inh
CCC1CCCCN1C(=S)NC(=O)c1ccc(F)c(S(=O)(=O)N2CCOCC2)c1 (centres undefined)	3.1	-4.7	16.5	110.0	3.0	-18.4	-1.7	2.0	-1.1
Cn1ncc(Br)c1NC(=O)Nc1ccc(OC(F)(F)F)cc1	-1.7	-3.0	19.8	95.0	10.3	-1.8	-2.9	-12.0	30.4
Cc1ccc(S(=O)(=O)NC(=O)Nc2ccc(OC(F)F)cc2)cc1	-15.9	-2.1	7.6	99.0	-1.3	-11.5	-2.4	-1.0	35.8*
O=C(Nc1nc(-c2cccs2)c(C(=O)C(F)(F)F)s1)c1ccccc1	-1.8	-4.3	5.7	101.0	11.8	-3.1	-4.1	-3.0	31.6
O=c1c2oc3ccccc3c2[nH]c(=S)n1-c1ccc(F)cc1	8.3	-2.2	0.1	98.0	7.0	-0.6	-4.4	-2.0	16.2
Cc1oc(-c2ccccc2F)nc1CS(=O)(=O)CC(=O)NCCCN1CCN(C)CC1	-2.9	2.6	8.8	103.0	9.7	15.3	-0.2	-1.0	25.8
CN(CCCN1CCOCC1)C(=O)c1cc(COc2c(F)cccc2F)on1	-7.0	-2.0	11.7	100.0	3.9	9.5	0.6	5.0	25.5
Cn1c(=O)c2c(nc(NCCCO)n2Cc2cccc(C(F)(F)F)c2)n(C)c1=O	-1.5	-0.8	-8.9	91.0	-0.6	-9.4	-3.3	-4.0	·
